From PubChem BioAssay
S1P4 antagonist: blocks the human S1P4 receptor; O95977; S1P4-expressing cells, antagonist mode, reporter read-out; inhibition, % at 4.98 µM; 220,000 tested, 0.26% active; in the data active = inhibition above about 29%;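 also: 0% = wells stimulated with agonist and 100% = vehicle wells without agonist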
Target sequence (O95977 whole entry, looked up): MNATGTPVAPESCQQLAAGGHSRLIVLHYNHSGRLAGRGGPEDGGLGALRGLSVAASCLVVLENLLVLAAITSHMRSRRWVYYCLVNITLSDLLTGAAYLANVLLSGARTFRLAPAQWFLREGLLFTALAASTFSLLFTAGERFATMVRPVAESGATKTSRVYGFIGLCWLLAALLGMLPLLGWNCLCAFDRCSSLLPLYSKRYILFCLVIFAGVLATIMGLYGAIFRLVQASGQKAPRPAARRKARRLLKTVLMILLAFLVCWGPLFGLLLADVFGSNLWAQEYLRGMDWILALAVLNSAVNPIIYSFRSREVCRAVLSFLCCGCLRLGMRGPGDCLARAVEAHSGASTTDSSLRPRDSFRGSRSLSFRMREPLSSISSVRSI
NPY-Y2 PAM-ag: human NPY-Y2 potentiation or agonism, primary screen; cells expressing NPY-Y2, potentiator/agonist read-out; activation, % at 3.6 µM; 220,000 tested, 0.45% active; in the data active = activation above about 27%;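 also: cells stimulated with NPY near EC25 plus isoproterenol at EC100; 0% = vehicle plus submaximal agonist and 100% = vehicle plus saturating agonist; some results beyond the cut were filed as inactive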
Ba/F3 V617F tox: lowers viability of Ba/F3 cells expressing EpoR and JAK2V617F; ATP luminescence; 220,000 tested, 1.1% active; inhibition, % at 5.6 µM; AID 1446;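 active = inhibition above the campaign mean plus 3 SD over all tested compounds, cut at about 24% in these data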;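 also: cytokine-independent growth of Ba/F3 cells driven by EpoR plus mutant JAK2; 0% = DMSO-treated cells and 100% = JAK inhibitor I control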
NPY-Y1 PAM-ag: human NPY-Y1 potentiation or agonism, primary screen; P25929; NPY-Y1 expressing cells, potentiator/agonist activation; activation, % at 3.6 µM; 220,000 tested, 0.37% active; in the data active = activation above about 33%, passing the limit was not always enough;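 also: cells stimulated with NPY at EC10 then isoproterenol at EC100; 0% = low agonist plus stimulus and 100% = saturating agonist plus stimulus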
Target sequence (P25929 whole entry, looked up): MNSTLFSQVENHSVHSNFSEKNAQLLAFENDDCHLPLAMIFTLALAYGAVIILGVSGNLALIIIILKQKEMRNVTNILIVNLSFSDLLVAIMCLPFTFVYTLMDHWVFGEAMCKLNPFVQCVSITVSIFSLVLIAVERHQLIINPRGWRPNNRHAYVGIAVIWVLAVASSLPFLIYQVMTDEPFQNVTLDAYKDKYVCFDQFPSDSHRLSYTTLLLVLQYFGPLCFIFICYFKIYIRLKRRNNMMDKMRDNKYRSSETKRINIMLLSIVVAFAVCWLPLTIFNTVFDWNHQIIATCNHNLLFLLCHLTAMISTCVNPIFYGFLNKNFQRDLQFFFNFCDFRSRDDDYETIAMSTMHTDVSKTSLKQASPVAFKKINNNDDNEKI
NPY-Y1 antag: antagonists of human neuropeptide Y receptor Y1; HEK293-CNG Y1 cells, membrane potential fluorescence; NPY at EC95, then isoproterenol; inhibition, % at 3.6 µM; P25929; 200,000 tested, 1% active;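 active = inhibition above the campaign mean inhibition of all tested compounds plus 3 SD, cut at about 20% in these data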;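 also: 0% = DMSO wells given NPY plus isoproterenol and 100% = isoproterenol alone without NPY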
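Material: HEK293 Y1/CNG channel cell line; also added: NPY (25 nM), isoproterenol (1 µM), Ro 20-1724 (25 µM); doses: one concentration, 3.6 µM, in 0.4% DMSO; schedule: compound incubation 1 h at room temperature, readout 45 min post-stimulation; technique: membrane potential fluorescence; measure: fluorescence ratio normalized to % inhibition between controls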
S1P4 agonist: agonists of human S1P4 receptor; O95977; S1P4-expressing cell line, agonist reporter assay; activation, % at 4.98 µM; 220,000 tested, 0.35% active; AID 1509; in the data active = activation above about 11%;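 also: 0% = DMSO vehicle and 100% = reference agonist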
RBBP9 inh: human RBBP9 hydrolase inhibition; O75884; recombinant RBBP9, FP-Rh probe fluorescence polarization; inhibition, % at 7.94 µM; 220,000 tested, 0.2% active; AID 1515;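 active = inhibition above the campaign mean of all tested compounds plus 3 SD, cut at about 14% in these data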;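 also: plate controls were DMSO wells with RBBP9 for no effect and wells lacking RBBP9 protein for full effect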
Target sequence (O75884 whole entry, looked up): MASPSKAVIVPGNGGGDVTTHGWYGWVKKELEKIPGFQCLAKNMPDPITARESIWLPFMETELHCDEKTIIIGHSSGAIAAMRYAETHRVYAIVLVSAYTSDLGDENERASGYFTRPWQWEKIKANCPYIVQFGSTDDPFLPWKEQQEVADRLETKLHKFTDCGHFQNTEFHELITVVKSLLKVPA
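Assay system: recombinant human RBBP9; Reagent: Serine-hydrolase probe FP-Rh, 375 nM pre-mixing; Doses: 7.94 µM single dose, 0.794% DMSO; Incubation: 30 min then 45 min, 25 °C; Detection: fluorescence polarization (mP), excitation 525 nm, emission 598 nm; Evaluation: percent inhibition from mP, scaled between DMSO and no-protein wells.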
Runt-CBFb FRET: blocks binding of human RUNX1 Runt domain to CBFb. Cerulean-Runt/Venus-CBFb FRET ratio 530/480, 1 h. inhibition, % at 20 µM. 220,000 tested, 0.46% active. AID 1496;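 active = inhibition over about 50% at 20 µM in the single-dose screen, limit read from the data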;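 also: 0% = DMSO wells and 100% = excess unlabeled CBFb competitor control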
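Measured by: fluorescence energy transfer, 422 nm excitation, 530/480 nm emission; test system: Cerulean-tagged RUNX1 Runt domain (FRET donor) fusion protein; buffer or medium: Tris pH 7.5 buffer with BSA; compound: one dose, 20 µM compound, 1% DMSO; times: two 1 h room-temperature incubations shielded from light; benchmarks: unlabeled CBFb 5 µM, positive control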
BaF3 tox: counter-screen for JAK2V617F inhibitors: parental Ba/F3 viability inhibitors; CellTiter-Glo ATP luminescence; inhibition, % at 5.6 µM; 220,000 tested, 1.1% active;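 active = inhibition above a per-campaign cutoff, the mean inhibition of all tested compounds plus 3 SD, cut at about 27% in these data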;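 also: 0% = DMSO wells and 100% = JAK Inhibitor I control wells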
Starred values were filed as active, the others as inactive; / = no result given.

SMILES	S1P4 antagonist	NPY-Y2 PAM-ag	Ba/F3 V617F tox	NPY-Y1 PAM-ag	NPY-Y1 antag	S1P4 agonist	RBBP9 inh	Runt-CBFb FRET	BaF3 tox
C=CCn1cc(C(=O)c2cc(Br)ccc2O)cc(C#N)c1=O	-25	2	-1	5	/	0.7	-4	2	1
C/C(N)=C(/C#N)C(=O)COC(=O)CCS(=O)(=O)c1ccccc1	14	-11	-3	-16	2	0.4	-3	1	1
Cc1cccc(NC(=S)NC(C)C(c2ccccc2)N2CCN(C)CC2)c1C (configuration not stated)	-6	-9	0	-19	4	-0.2	-2	-2	8
CCOC(=O)C1=C(CS(=O)(=O)c2ccccc2)NC(=O)NC1c1cccc(OC)c1 (configuration not stated)	-9	3	2	11	1	0.6	-7	1	3
COc1ccc(Cc2nnc(SCC(=O)Nc3nc(C)cs3)o2)cc1	-5	7	-1	26	-2	-1.7	2	0	3
COCc1cc(C)n(CC(=O)N2CCCC2)c(=O)c1C#N	-3	1	3	-7	-2	0.3	2	2	11
CC1(C)CC(=O)C(C=NCCCN2CCCC2=O)=C(O)C1	7	4	1	13	0	0.3	0	0	6
O=C(c1n[nH]c2ccccc12)N1CCOCC1	-19	1	0	9	-2	2.3	2	1	5
CCOC(=O)c1ccc(NC(=S)NN2CCOCC2)cc1	-5	10	1	-12	0	-3.3	-5	-1	7
C=CCSc1nc(=O)n2cccc(C)c2n1	-6	-7	4	0	10	0.7	-2	3	7
CCN(CC)CCn1c(OC)cc(=O)[nH]c1=O	10	-2	1	-10	0	1.5	-10	0	4
CC(C)Cn1cc(C(=O)NCCCOC(C)C)c2c3ccccc3n(C)c2c1=O	3	-1	-2	-28	1	-1.1	-3	0	4
C(=N\n1cnnc1SCc1ccccc1)/c1ccco1	-9	7	-1	6	0	1.7	-5	2	5
Cc1cc(C(C)(C)C)oc1C(=O)OCC(=O)NC1CCCCC1	3	-23	-2	0	6	-1.3	-4	-3	3
COC(=O)Cn1cnc2c1c(=O)n(C)c(=O)n2C	-2	-7	1	-24	2	1.4	-7	0	1
CC(c1n[nH]c(=S)n1Cc1ccccc1)N(C)C (configuration not stated)	1	5	0	-6	1	1.5	-7	5	6
COC(=O)c1nc2n(n1)C(c1cccc(Cl)c1)C1=C(CC(C)(C)CC1=O)N2 (configuration not stated)	-1	-7	0	-9	5	0.2	-3	0	2
CCCOc1cccc(C(=O)Nc2cc(NC(=O)c3ccco3)ccc2OC)c1	-21	5	-1	-14	-2	-0.7	-6	-4	3
COc1cc(/C=C/C(=O)OCC(=O)N2CC3(C)CC2CC(C)(C)C3)ccc1O (configuration not stated)	-9	4	-6	-19	9	0.8	-6	3	0
COc1ccc(NC(=S)N/N=C2\CC(C)(C)Oc3ccc(OC)cc32)cc1	-17	0	0	-14	1	2.3	-12	6	3

Rewritten comma-delimited: entries from further up
Compound,S1P4 antagonist,NPY-Y2 PAM-ag,Ba/F3 V617F tox,NPY-Y1 PAM-ag,NPY-Y1 antag,S1P4 agonist,RBBP9 inh,Runt-CBFb FRET,BaF3 tox
COCc1cc(C)n(CC(=O)N2CCCC2)c(=O)c1C#N,-3,1,3,-7,-2,0.3,2,2,11
CC1(C)CC(=O)C(C=NCCCN2CCCC2=O)=C(O)C1,7,4,1,13,0,0.3,0,0,6
O=C(c1n[nH]c2ccccc12)N1CCOCC1,-19,1,0,9,-2,2.3,2,1,5
CCOC(=O)c1ccc(NC(=S)NN2CCOCC2)cc1,-5,10,1,-12,0,-3.3,-5,-1,7
C=CCSc1nc(=O)n2cccc(C)c2n1,-6,-7,4,0,10,0.7,-2,3,7
CCN(CC)CCn1c(OC)cc(=O)[nH]c1=O,10,-2,1,-10,0,1.5,-10,0,4
CC(C)Cn1cc(C(=O)NCCCOC(C)C)c2c3ccccc3n(C)c2c1=O,3,-1,-2,-28,1,-1.1,-3,0,4
C(=N\n1cnnc1SCc1ccccc1)/c1ccco1,-9,7,-1,6,0,1.7,-5,2,5
Cc1cc(C(C)(C)C)oc1C(=O)OCC(=O)NC1CCCCC1,3,-23,-2,0,6,-1.3,-4,-3,3
COC(=O)Cn1cnc2c1c(=O)n(C)c(=O)n2C,-2,-7,1,-24,2,1.4,-7,0,1
CC(c1n[nH]c(=S)n1Cc1ccccc1)N(C)C (configuration not stated),1,5,0,-6,1,1.5,-7,5,6
COC(=O)c1nc2n(n1)C(c1cccc(Cl)c1)C1=C(CC(C)(C)CC1=O)N2 (configuration not stated),-1,-7,0,-9,5,0.2,-3,0,2

Next section
SMILES	S1P4 antagonist	NPY-Y2 PAM-ag	Ba/F3 V617F tox	NPY-Y1 PAM-ag	NPY-Y1 antag	S1P4 agonist	RBBP9 inh	Runt-CBFb FRET	BaF3 tox
O=C(Nc1ccc2c(c1)OCO2)N1CCCC1	-2	8	0	7	2	46*	-1	1	5
O=S(=O)(NCc1ccccc1)c1ccc(S(=O)(=O)N2CCCC2)cc1	-5	-5	3	9	1	-0.8	-2	/	6
Cn1cnc2c(N3CCCCC3)nccc21	-5	-3	0	-7	-3	0.2	-12	0	5
Cc1ccc(Cn2cc(C(=O)c3ccc(F)cc3)c(=O)c3cc4c(cc32)OCCO4)cc1	-5	13	-2	-18	7	1.9	-6	-6	5
CC(=O)Nc1ccc(C(=O)NNC(=O)Cc2ccccc2)cc1	-32	-16	-5	8	2	1.0	-2	-1	1
CCCOc1nnnn1-c1ccccc1	-28	-12	-3	-7	0	0.3	1	0	5
CCC(=O)Nc1ccc(Cl)c(NC(=S)NC(=O)c2cc3ccccc3o2)c1	-2	2	3	-10	-1	-1.0	-7	1	7
CCOc1ccc2nc(N/C(N)=N/C(=S)Nc3cccc(C)c3)nc(C)c2c1	-8	-4	-2	19	14	0.3	-8	0	3
CNC(=O)c1sc(Nc2cc(C)ccc2C)nc1C	-12	3	1	-14	-2	1.2	-6	0	0
Cc1ccc(-n2c(SCCN)nnc2-c2cccc(C)c2)cc1	-9	-56	-4	-55	/	-1.7	-5	2	0
O=c1cc(CN2CCOCC2)nc(C2CC2)[nH]1	-3	-14	1	-19	-1	-3.1	-5	2	3
CCn1cnc2cc(NCc3ccc(C)cc3)ccc21	-8	-3	0	-24	2	0.8	-5	12	4
CCN1CCC(NC(=O)Nc2cc(Cl)ccc2OC)CC1	-1	3	1	6	-2	-1.8	2	0	-1
O=C(COc1cc(Cl)c(Cl)cc1Cl)Nc1cccc(O)c1	-10	-13	-3	-1	/	-1.0	1	-2	-5
CCn1cnc2cc(NS(=O)(=O)c3ccc(C)cc3)ccc21	-18	5	1	-1	5	2.6	-5	2	5
O=C(Nc1ncc(Cc2cccc(C(F)(F)F)c2)s1)c1ccc(-c2cccc([N+](=O)[O-])c2)o1	-2	8	2	-8	0	-1.8	-12	3	4
COc1cc(OC)cc(C(=O)NCC(=O)OCC(=O)N2CC(C)CC(C)C2)c1 (configuration not stated)	-2	8	-2	19	3	1.6	-8	-1	4
CCN(CC)c1ccc2cc(-c3nc4ccccc4[nH]3)c(=O)oc2c1	7	8	-1	-6	9	2.1	-2	19	2
Cc1c(C(=O)NC2CCCc3ccccc32)oc2ccc(S(=O)(=O)N3CCCC3)cc12 (configuration not stated)	-1	-9	6	4	6	0.1	-7	-1	7
COC(=O)c1sccc1NC(=O)COc1ccc(Cl)cc1Cl	-12	0	-5	-4	7	0.5	7	-2	-2
COc1ccc(CNc2ccccc2SC)cc1OC	11	-2	-4	-6	-1	-2.9	-2	4	3
O=C(Nc1cccc(F)c1)N1CC=C(c2ccc(Cl)cc2)CC1	-19	-6	-2	-16	11	2.0	-8	2	4
CC(=O)c1c(C)[nH]c(C(=O)OCC(=O)Nc2ccc(C)cc2[N+](=O)[O-])c1C	-15	4	4	-17	3	-1.6	-4	0	9
CC(C)C(=O)Nc1ccc([N+](=O)[O-])c(C(F)(F)F)c1	1	5	2	1	-9	-1.6	-3	-1	2
COc1ccccc1/C=C/C=N/N1CCN(c2ccccn2)CC1	-5	-7	0	-13	1	-1.6	-4	-2	6
C/C(=N\NC(=O)c1c(Br)c(C)nn1C)c1ccc(NC(=O)c2ccoc2C)cc1	-21	13	7	-19	-3	-0.1	-3	-1	3
O=S(=O)(Nc1ccc(Cl)cn1)c1ccccc1	-10	-8	0	0	-1	1.8	5	0	3
COc1cccc(SCc2noc(C(=O)NC(C)C)c2C(=O)O)c1	0	-31	3	-18	12	0.9	-8	-1	4
Fc1cccc(CSc2ccc3nnc(-c4cccnc4)n3n2)c1	-1	2	0	-14	8	-1.3	-5	-2	5
Cn1cccc1C(=O)NC(=O)COC(=O)CNS(=O)(=O)c1ccc(Br)cc1	-4	-7	-2	6	0	-1.3	0	1	4
O=c1[nH]cnc2scc(-c3ccccc3)c12	-3	-18	6	-10	-6	-2.0	-11	-2	11
N#C/C(=C\c1ccc(OCc2cccc(C(=O)O)c2)cc1)C(=O)NCc1ccco1	0	-8	2	-14	/	0.7	-1	3	-2
O=C(COC(=O)c1cnc(Cl)c(Cl)c1)NCc1cccs1	-20	12	2	3	2	2.1	-5	1	6
COc1c(F)c(F)c(C(=O)Nc2ccc3oc(-c4ccncc4)nc3c2)c(F)c1F	-15	11	-2	-4	-12	-0.4	-2	-1	4
COc1cccc(CN(C)CC(=O)Nc2ccccc2C(C)C)c1	-12	4	3	8	3	0.4	0	-3	0
CCc1ccc(NC(=O)c2cnc3scc(C)n3c2=O)cc1	-2	16	-2	16	2	-0.4	-5	-11	6
COC(=O)c1ccc(NC(=O)C(=O)N2CCN(C(=S)NCCc3ccccc3)CC2)cc1	-26	14	3	-8	1	1.8	-10	-1	11
Cc1ccc2nsnc2c1S(=O)(=O)NC1CC1	-1	16	0	4	10	-0.7	-5	-1	6

This is a random part of the collection. Share with any hit: about 3.6%.
